Screens (PubChem)
HP1b chromo inh – inhibitors of HP1-beta chromodomain binding to methylated histone tails | P83916 | AlphaScreen HP1-beta / biotin-H3K9me3 peptide binding | Potency, µM (highest dose often 114 µM), for the others: at the highest dose activity change, negative = inhibition, most hits filed as inhibitors | actives 0.56% (n = 390,000) | AID 540317; note: potency is the fitted concentration of half-maximal effect; nearly all actives have a fitted effect of over 70% in size; inactives centre near 23
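AlphaScreen: HP1-beta (50 nM) preformed 30 min with biotin-H3(1-18)K9me3 peptide (50 nM) in PBS pH 7.4, 0.01% Tween-20. Compound added for 30 min at RT, then streptavidin donor/nickel chelate acceptor beads (10 ug/mL) for 30 min.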
TrxR1 substrate – is turned over as a substrate by rat TrxR1. O89049. purified TrxR1 substrate turnover, NADPH consumption readout. Potency, µM (titrated, usually from 114 µM), without a hit: top-dose activity change, negative = substrate turnover. actives 0.01% (n = 390,000). AID 588456; note: potency is the fitted concentration of half-maximal effect; % is set by controls: 0 for no effect and ±100 for the full control effect; nearly all actives have a fitted effect of over 50% in size
Target sequence (O89049 whole entry, looked up): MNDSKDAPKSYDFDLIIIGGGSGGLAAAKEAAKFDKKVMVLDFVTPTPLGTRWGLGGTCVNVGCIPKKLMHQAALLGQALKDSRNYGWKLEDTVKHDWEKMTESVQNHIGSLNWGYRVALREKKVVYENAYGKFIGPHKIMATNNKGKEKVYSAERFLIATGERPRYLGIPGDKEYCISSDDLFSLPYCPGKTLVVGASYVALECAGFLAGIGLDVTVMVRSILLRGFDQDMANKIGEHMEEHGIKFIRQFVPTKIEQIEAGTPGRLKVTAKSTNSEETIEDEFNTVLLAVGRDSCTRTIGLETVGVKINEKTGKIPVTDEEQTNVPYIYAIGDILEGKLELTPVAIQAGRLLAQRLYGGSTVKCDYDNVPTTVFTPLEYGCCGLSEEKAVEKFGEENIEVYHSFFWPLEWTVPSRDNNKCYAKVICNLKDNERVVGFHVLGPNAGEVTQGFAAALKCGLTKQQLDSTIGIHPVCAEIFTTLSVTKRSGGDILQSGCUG
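Rat TrxR1, dispensed at 90 nM, was prereduced with 400 uM NADPH (final) for 5 min at ~22 deg C, then incubated with compound 15 min before 400 uM selenite. A first-read NADPH fluorescence drop versus no-compound background flagged substrates.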
GLS inhibitor – blocks human kidney-isoform glutaminase activity. O94925. GLS enzymatic activity, qHTS titration. Potency, µM (highest dose often 45.5 µM), for inactives: at the highest dose activity change, negative = inhibition, hits mostly inhibitors. actives 0.21% (n = 410,000); note: potency is the fitted concentration of half-maximal effect; % is set by controls: 0 for no effect and ±100 for the full control effect
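Human kidney-isoform GLS in 45 mM KH2PO4 pH 8.2, 0.02% Tween-20, with compound, started with 1mM L-Glutamine (added stock). Glutamate oxidase/HRP/Amplex red coupled fluorescence read at start and after 30 min at RT.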
USP1-UAF1 inh – inhibitors of human USP1/UAF1 deubiquitinase; O94782; recombinant USP1/UAF1, Ub-Rhodamine cleavage fluorescence; Potency, µM (highest dose often 57.1 µM), for the others: at the top dose activity change, negative = inhibition, most hits filed as inhibitors; actives 0.23% (n = 390,000); note: potency is the fitted concentration of half-maximal effect; % is set by controls: 0 for no effect and ±100 for the full control effect; nearly all actives have a fitted effect of over 60% in size; inactives centre near -12
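In this screen, compounds sit with the deubiquitinase complex (1nM) for 15 min at room temperature before Ub-Rho is added at 150nM final. Fluorescence rise is then followed for 6 reads every 60 seconds.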
IDH1 R132H inh – inhibitors of human mutant IDH1 R132H. IDH1-R132H enzyme, NADPH consumption, diaphorase/resazurin fluorescence. Potency, µM (doses to about 76.6 µM), without a hit: at the top dose activity change, negative = inhibition, hits mostly inhibitors. O75874. AID 602179. actives 0.093% (n = 390,000); note: potency is the fitted concentration of half-maximal effect; % is set by controls: 0 for no effect and ±100 for the full control effect; nearly all actives have a fitted effect of over 65% in size
Target sequence (O75874 whole entry R132H, stated change not applied): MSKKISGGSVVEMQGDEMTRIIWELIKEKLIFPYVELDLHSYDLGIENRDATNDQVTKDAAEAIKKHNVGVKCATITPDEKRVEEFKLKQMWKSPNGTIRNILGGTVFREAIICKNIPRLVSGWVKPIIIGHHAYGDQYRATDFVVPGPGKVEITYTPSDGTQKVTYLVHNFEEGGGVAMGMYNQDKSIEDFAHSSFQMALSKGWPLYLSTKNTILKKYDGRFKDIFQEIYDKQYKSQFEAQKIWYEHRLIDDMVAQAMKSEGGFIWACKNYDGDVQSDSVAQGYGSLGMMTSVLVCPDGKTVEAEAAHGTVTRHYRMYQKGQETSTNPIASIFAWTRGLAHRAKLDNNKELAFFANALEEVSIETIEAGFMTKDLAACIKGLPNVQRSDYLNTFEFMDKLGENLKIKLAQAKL
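IDH1-R132H (0.5 ug/mL dispensed) in pH 7.5 Tris buffer was preincubated 30 min with compound, then given a substrate mix of 0.016 mM NADPH and 2 mM alpha-KG for 80 min at room temperature; remaining NADPH was read by diaphorase/resazurin fluorescence.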
Pin1 inh – inhibitors of human Pin1. Potency, µM (doses to about 115 µM), for inactives: at the highest dose activity, negative = inhibition, actives largely listed as inhibitors. Pin1 FP peptide displacement, HiFluor488, 10 min. actives 0.009% (n = 390,000). Q13526; active = well fitted inhibition curve with a large enough effect in the polarisation, with a control signal flat, not every such curve was filed as active; inconclusive = small, poorly fitted or top-dose-only effect, or effect the other way, or a change in a side signal; inactive = no such curve, though single readings can be large or run the other way; the % refers to the polarisation; note: potency is the fitted concentration of half-maximal effect; % is set by controls: 0 for no effect and ±100 for the full control effect
Target sequence (Q13526 whole entry, looked up): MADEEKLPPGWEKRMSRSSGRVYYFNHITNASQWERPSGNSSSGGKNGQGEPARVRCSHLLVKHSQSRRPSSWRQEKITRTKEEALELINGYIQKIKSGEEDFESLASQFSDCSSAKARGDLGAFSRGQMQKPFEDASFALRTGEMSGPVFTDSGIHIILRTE
TrxR1 inh – inhibitors of rat thioredoxin reductase 1. AID 588453. Potency, µM (titrated, usually from 114 µM), for the others: at the highest dose activity change, negative = inhibition, usual class: inhibitors. recombinant rTrxR1, NADPH fluorescence consumption, selenite substrate. actives 1% (n = 390,000); note: potency is the fitted concentration of half-maximal effect; % is set by controls: 0 for no effect and ±100 for the full control effect; nearly all actives have a fitted effect of over 65% in size
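Rat TrxR1 (90 nM in the dispensed reagent) was pre-reduced with 400 uM NADPH for 5 min at room temperature, then incubated with compound for 15 min. After 400 uM selenite was added, NADPH fluorescence (Ex 340/Em 450 nm) was followed for 8 min.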
PGK inhibitor – blocks T. brucei phosphoglycerate kinase; Potency, µM (highest dose often 57.5 µM), inactives show at the top dose activity change, negative = inhibition, most hits filed as inhibitors; actives 0.043% (n = 380,000); PGK/GAPDH coupled, Kinase-Glo luminescence, 60 min; P07378; note: potency is the fitted concentration of half-maximal effect; % is set by controls: 0 for no effect and ±100 for the full control effect; nearly all actives have a fitted effect of over 60% in size
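Luminescent ATP detection (Kinase-Glo Plus) follows a 60-minute room-temperature incubation, with wells lacking PGK as controls. Buffer: 100 mM TEA (pH 7.6), 5 mM MgCl2, 0.01% Tween-20. Coupling enzyme GAPDH (100 nM final) supplies unstable 1,3-BPG in-well.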
PI4K2A block – inhibitors of human PI4K2A | activity change, negative = inhibition, % at 76.9 µM | actives 0.13% (n = 420,000) | Q9BTU6 | AID 1346378 | purified PI4K2A, ADP-Glo luminescence, 1 h; active compounds read low; in the data active = activity change below about -50%; inconclusive = mostly about -30% to -49%;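 note: -100% = wells without enzyme as full effect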
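Compounds are screened against recombinant PI4K2A using PI as substrate and ATP, the latter dispensed at 300 microM. Reactions run one hour at ambient temperature before ADP-Glo detection; full inhibition defined by wells lacking enzyme.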
The depositor's hits bear a star; i = inactive; ? = inconclusive; / = not tested or not shown; [ ] = dose if it differs, or a comment. Unless noted, calls come from the whole dose curve; as a rule, active = well fitted curve in the direction sought with a large enough effect; inconclusive = small, poorly fitted or top-dose-only effect, or another doubt; inactive = no such curve, though single readings can be large; an effect the other way counts as inactive or inconclusive. A portion of the library. The share of hits here may be higher or lower than overall.

TrxR1 substrate,PI4K2A block,GLS inhibitor,HP1b chromo inh,Pin1 inh,USP1-UAF1 inh,TrxR1 inh,PGK inhibitor,IDH1 R132H inh,mol
-21%[57.1 µM],5,0%,?,-7%,-17%,15%[57.1 µM],i,6%,COC(=O)Cc1ccc(O)c(N)c1
3%[57.1 µM],4,14%,23%,-2%,-7%,0%[57.1 µM],-17%,-4%,CCC(=O)NC(=S)NNC(=O)COc1ccc(Br)cc1
4%[57.1 µM],-3,-16%,39%,-2%,-13%,12%[57.1 µM],0%,5%,Cc1nn(C)c(C(=O)N/N=C/c2ccncc2)c1Cl
/,6,3%,/,/,3%,/,2%,-6%,O=C1NC(Cc2ccccc2)c2nc3cc(F)c(F)cc3c(=O)n2-c2ncccc21 (centres undefined)
-11%,0,8%,25%,2%,23%,-18%,-5%,-3%,C[C@H](CO)N1C[C@H](C)[C@@H](CN(C)Cc2ccc(Cl)c(Cl)c2)Oc2ccc(NC(=O)Cn3cnnn3)cc2C1=O
22%[57.1 µM],-5,2%,60%[activator],5%,-29%,44%[57.1 µM],-5%,2%,O=C(C1CCC(Cn2c(=O)c3sccc3n(Cc3ccccc3F)c2=O)CC1)N1CCCCC1 (centres undefined)
0%[57.1 µM],-12,-23%,-3%,19%,?,-6%[57.1 µM],-2%,-11%,COc1ccc(Cl)cc1NC(=O)c1c(NCc2ccc(C)o2)sc2c1CCCC2
12%[57.1 µM],1,5%,41%[activator],0%,7%,14%,-4%,1%,CCCOc1ccc(N2C(=O)CC(N(CCC)C(=O)CCC(=O)O)C2=O)cc1 (centres undefined)

Ordered by number of heavy atoms (high to low): 8 of the compounds above
TrxR1 substrate,PI4K2A block,GLS inhibitor,HP1b chromo inh,Pin1 inh,USP1-UAF1 inh,TrxR1 inh,PGK inhibitor,IDH1 R132H inh,mol
-11%,0,8%,25%,2%,23%,-18%,-5%,-3%,C[C@H](CO)N1C[C@H](C)[C@@H](CN(C)Cc2ccc(Cl)c(Cl)c2)Oc2ccc(NC(=O)Cn3cnnn3)cc2C1=O
22%[57.1 µM],-5,2%,60%[activator],5%,-29%,44%[57.1 µM],-5%,2%,O=C(C1CCC(Cn2c(=O)c3sccc3n(Cc3ccccc3F)c2=O)CC1)N1CCCCC1 (centres undefined)
/,6,3%,/,/,3%,/,2%,-6%,O=C1NC(Cc2ccccc2)c2nc3cc(F)c(F)cc3c(=O)n2-c2ncccc21 (centres undefined)
0%[57.1 µM],-12,-23%,-3%,19%,?,-6%[57.1 µM],-2%,-11%,COc1ccc(Cl)cc1NC(=O)c1c(NCc2ccc(C)o2)sc2c1CCCC2
12%[57.1 µM],1,5%,41%[activator],0%,7%,14%,-4%,1%,CCCOc1ccc(N2C(=O)CC(N(CCC)C(=O)CCC(=O)O)C2=O)cc1 (centres undefined)
3%[57.1 µM],4,14%,23%,-2%,-7%,0%[57.1 µM],-17%,-4%,CCC(=O)NC(=S)NNC(=O)COc1ccc(Br)cc1
4%[57.1 µM],-3,-16%,39%,-2%,-13%,12%[57.1 µM],0%,5%,Cc1nn(C)c(C(=O)N/N=C/c2ccncc2)c1Cl
-21%[57.1 µM],5,0%,?,-7%,-17%,15%[57.1 µM],i,6%,COC(=O)Cc1ccc(O)c(N)c1

Next structures
TrxR1 substrate,PI4K2A block,GLS inhibitor,HP1b chromo inh,Pin1 inh,USP1-UAF1 inh,TrxR1 inh,PGK inhibitor,IDH1 R132H inh,mol
-5%,-2,6%,11%,-4%,-7%,?,-1%,7%,COc1ccc(C(=O)NCC(c2ccco2)N(C)C)cc1S(=O)(=O)NCc1ccc(Cl)cc1 (centres undefined)
9%[57.1 µM],1,2%,29%,-6%,26%,17%[57.1 µM],-2%,-3%,O=C(C[C@@H]1C/C=C/CC[C@H](Cc2ccc(F)cc2)C(=O)O[C@H](c2ccccc2)CNC1=O)NCCO
-1%[57.1 µM],-1,-8%,132%[activator],-3%,-23%,0%[57.1 µM],3%,3%,O=C(Nc1ccc(F)cc1)c1cccnc1NCCc1ccccc1
10%,6,15%,19%,-2%,2%,?,-6%,3%,CC(=O)c1ccc(OC(=O)C2CC(=O)N(c3cccc(C)c3)C2)cc1 (centres undefined)
-7%,-13,-3%,26%,-6%,?,3%,7%,-27%,CC1=C(C(=O)OC2CCCCCC2)C(c2c(Cl)cccc2Cl)CC(=O)N1 (centres undefined)
10%[57.1 µM],3,6%,29%,1%,-5%,16%[57.1 µM],3%,-16%,C=CCOC(=O)C1=C(C)NC(SCC(=O)Nc2ccccc2)=C(C#N)C1c1ccco1 (centres undefined)
-9%,8,4%,12%,23%,-2%,8%,2%,8%,C=CCn1c(O)c(N=NC(=O)CNC(=O)/C=C/c2ccc(OC)cc2)c2ccccc21
11%[0.0914 µM],-1,-2%,31%,-4%,-22%,-2%,4%,-6%,O=C(Nc1ccc(S(=O)(=O)Nc2ncccn2)cc1)c1ccc(Br)o1
3%[57.1 µM],-6,-5%,34%,2%,?,9%[57.1 µM],-11%,18%,CCOc1ccccc1Nc1sc(C(=O)c2ccccc2)c(N)c1C(=O)NCCc1ccccc1
11%[57.1 µM],1,-21%,13%,3%,4%,20%[57.1 µM],-4%,3%,CCOc1nc2c(c(-c3cccs3)c1C#N)Cc1ccccc1-2
27%,2,-8%,75%[activator],-1%,?,20%,-3%,3%,CCc1nn(CC(=O)NC(C)CC)c(=O)c2cc3c(OC)cccc3n12 (centres undefined)
-3%[57.1 µM],2,1%,48%[activator],-4%,-23%,11%[57.1 µM],-2%,9%,COc1ccc(C)cc1S(=O)(=O)N(C)CC(=O)NC1CCCCCC1
26%,-4,-8%,19%,-4%,-14%,36%[activator],-2%,1%,N=c1c(C(=O)NC2CCCCC2)cc2c(=O)n3ccccc3nc2n1Cc1ccco1
-3%,-3,1%,18%,-3%,-16%,-2%,-14%,1%,Cc1cc(C)c(NC(=O)CSc2cccc[n+]2[O-])c(C)c1
8%[11.4 µM],-2,-1%,20%,-1%,-2%,11%[11.4 µM],0%,1%,CS(=O)(=O)N(Cc1ccccc1)c1ccc(C(=O)N2CCOCC2)cc1
-1%,-11,11%,19%,-5%,-6%,14%,1%,7%,COc1cc(CNCCSc2nnnn2C)cc(Br)c1OCc1ccc(F)cc1
-12%,0,6%,53%[activator],4%,-22%,-2%,i,9%,C=CCN1N=C(/C=C/c2ccc(OC)cc2)CCC1=O
-3%,2,-3%,1%,-2%,-24%,27%,-5%,3%,COc1cccc(CN(C)C(=O)CN2C(=O)NC(c3ccccc3)(c3ccccc3)C2=O)c1
-14%,0,2%,42%,8%,-3%,-14%,-10%,7%,O=C(Oc1ccc2ccccc2c1)c1cncc(Br)c1
-9%,2,0%,15%,-5%,-21%,-15%,-9%,0%,CC(C(=O)NNS(=O)(=O)c1cccc(C(F)(F)F)c1)n1nnc(N2CCOCC2)n1 (centres undefined)
-7%,1,-26%,37%[activator],-3%,-19%,11%,1%,-6%,COc1ccc(OCc2cc(C(=O)NC(C)c3csc(C)n3)no2)c(Cl)c1 (centres undefined)
-3%,0,16%,26%,?,-8%,1%,7%,2%,Cc1nn(C)cc1/C=N/n1nnnc1N
-1%,-5,9%,46%[activator],?,-2%,1%,3%,-15%,Cc1c(C(=O)OCC(O)=C(C#N)c2nc3ccccc3[nH]2)oc2ccc(Br)cc12
15%[57.1 µM],-6,-2%,-10%,-8%,-5%,29%,-4%,-4%,C[C@H](NC(=O)N1CCC(Cc2ccccc2)CC1)C(=O)O
-1%,-4,-7%,23%,1%,-16%,8%,i,4%,CCOc1ccccc1C(=O)N(CCC(=O)OC)c1ccccn1
2%[57.1 µM],2,0%,19%,-1%,-20%,5%[57.1 µM],-5%,-4%,Cc1ccc(NC(=O)C2CCC(CNS(=O)(=O)c3ccc4c(c3)CCCC(=O)N4)CC2)c(C)c1 (centres undefined)
6%,2,-11%,16%,-4%,-13%,17%,-3%,0%,Cc1nn(Cc2cccc(F)c2)c(C)c1NC(=O)c1c(Cl)cnn1C
7%[57.1 µM],-6,0%,46%[activator],2%,-31%,25%[57.1 µM],-3%,0%,COC(=O)CSc1nnc(-c2cccnc2)n1C
-3%,1,-2%,44%[activator],-1%,-13%,8%,i,0%,S=C(Nc1ccc(Cl)cc1Cl)N1CCN(c2ccccn2)CC1
10%[57.1 µM],-9,1%,32%,-10%,-3%,25%[57.1 µM],-1%,2%,CCOC(=O)C(NC(=O)CC)(Nc1ccccc1OC)C(F)(F)F (centres undefined)
-8%,1,-1%,-16%,-11%,-17%,-23%,-17%,4%,COc1ccc(NCc2n[nH]nc2-c2ccccc2)cc1Cl
-9%,-5,-8%,40%[activator],-7%,-10%,-13%,-8%,0%,CCOc1c(Cl)cnn(-c2ccc(C)cc2)c1=O
9%[57.1 µM],-5,0%,22%,1%,-3%,26%[57.1 µM],-10%,5%,COc1cc(C(=O)NCC(=O)OCCN2C(=O)c3ccccc3C2=O)cc(OC)c1OC
4%,2,11%,25%,0%,3%,15%,-3%,-1%,COc1ccc(NC(=O)CSc2nnnn2C)cc1S(=O)(=O)N1CCCCC1
